Assay outcomes from PubChem.
NRP1-CendR mod = modulators of CendR peptide binding to human neuropilin-1; 0.85% of 360,000 active; AID 602438; FAM-RPARPAR peptide binding to NRP-1, fluorescence polarization; O14786; inhibition, % at 25 µM;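 active = inhibition or corrected inhibition above about 18%, plus a signal ratio from 0.5 to 1.5, limit read from the data, passing the limit was not always enough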; also: strong numbers were not always called active
SUMO1 PPI mod = SUMO1-SIM interaction modulation. SUMO1 binding to a labelled peptide, TR-FRET, 1 h. 0.33% of 360,000 active. AID 602429. inhibition, % at 20 µM; in the data active = inhibition above about 37%
Target sequence (P63165 whole entry, looked up): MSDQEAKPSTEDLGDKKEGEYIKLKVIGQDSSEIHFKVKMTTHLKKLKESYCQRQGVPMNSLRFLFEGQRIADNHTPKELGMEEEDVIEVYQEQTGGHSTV
NadD inh = inhibitors of Staphylococcus aureus NadD; purified NadD enzyme, colorimetric absorbance read-out; inhibition, % at 20 µM; 0.78% of 360,000 active; AID 602399; in the data active = inhibition above about 26%; also: some compounds past the cut are filed as inactive
Scp-1 inhibitor = blocks human Scp-1 phosphatase activity | Q9GZU7 | Recombinant Scp1, phosphopeptide, malachite green phosphate absorbance | inhibition, % at 20 µM | 0.88% of 340,000 active | AID 493091;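 active = inhibition above about 50% at 20 µM, limit read from the data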;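 also: plate controls were DMSO wells with enzyme for no effect and wells lacking enzyme for full effect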
Target sequence (Q9GZU7 76-261 limits assumed): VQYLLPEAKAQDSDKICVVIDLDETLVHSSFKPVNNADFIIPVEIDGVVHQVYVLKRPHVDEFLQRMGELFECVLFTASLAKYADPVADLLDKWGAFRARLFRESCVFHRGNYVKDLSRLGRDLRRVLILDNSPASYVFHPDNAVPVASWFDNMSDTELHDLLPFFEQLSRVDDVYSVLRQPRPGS
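Assay system: SCP-1 catalytic fragment, aa 76-261 | Buffer or medium: Tris acetate buffer pH 5.5 with MgCl2 and Tween-20 | Compound: One concentration, 20 µM, with 1.0% DMSO | Also added: Phospho 17-mer peptide substrate | Signal: Absorbance at 630 nm | Incubation: 45 min enzyme reaction at room temperature | Measure: % inhibition of SCP-1 phosphate liberation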
DNMT1 block = inhibitors of human DNMT1 | DNMT1 molecular beacon, Hinp1I cleavage, fluorescence | inhibition (reported as % activation of signal), % at 10 µM | 0.83% of 360,000 active; in the data active = inhibition above about 50%
MT1-MMP act inh = inhibitors of human MT1-MMP activation; HT1080 RFP-PRO-GFP cells, GFP/RFP ratio fluorescence, overnight; percent of plate control window, DMSO zero; 0.061% of 360,000 active; GFP/RFP ratio change, % at 20 µM;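 active = GFP/RFP ratio change of at least 30% with cell ATP level not reduced by more than half and red fluorescence within 50% of control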; also: strong numbers were not always called active
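Test system: HT1080 cells expressing an RFP-PRO-GFP fluorescent reporter construct / Compound dosing: single-point 20 µM compound, 1% DMSO / Schedule: cells overnight before dosing, compound overnight, 37 °C, 5% CO2 / Evaluation: GFP/RFP fluorescence ratio / Control set: DMSO and RFP-L50D-GFP cell wells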
Rpn11 block = inhibitors of human proteasome Rpn11; calls only at 20 µM; 0.59% of 360,000 active; human 26S proteasome, Ub4-pepOG fluorescence polarization; 20S core pre-blocked with epoxomicin;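 active = inhibition at 20 µM, scaled to each plate's controls, above about 33%, limit read from the data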
Target sequence (O00487 whole entry, looked up): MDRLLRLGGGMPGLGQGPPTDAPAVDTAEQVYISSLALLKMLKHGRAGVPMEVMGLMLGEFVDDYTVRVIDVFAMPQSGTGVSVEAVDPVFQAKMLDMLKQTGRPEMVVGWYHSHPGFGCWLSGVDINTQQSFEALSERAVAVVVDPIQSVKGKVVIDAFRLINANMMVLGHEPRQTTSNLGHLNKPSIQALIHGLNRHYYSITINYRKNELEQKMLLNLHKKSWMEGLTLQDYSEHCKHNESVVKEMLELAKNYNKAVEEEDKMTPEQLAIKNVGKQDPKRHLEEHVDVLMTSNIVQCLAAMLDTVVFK
STEP block = inhibitors of human striatal-enriched phosphatase STEP; 0.25% of 360,000 active; P54829; recombinant STEP, OMFP fluorogenic substrate, fluorescence; inhibition, % at 20 µM;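 active = inhibition at 20 µM, scaled per plate between control wells, above about 37%, limit read from the data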;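 also: 0% = DMSO with enzyme and substrate and 100% = substrate only without enzyme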
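Assay system: isolated STEP enzyme / Timing: 20 min at room temperature, dark / Doses: 20 µM, 1% DMSO / Technique: fluorescence intensity, excitation 480 nm, emission 540 nm / Reagent: fluorogenic phosphatase substrate OMFP at 25 µM final / Measure: percent inhibition scaled to no-enzyme and uninhibited-enzyme controls, plate-pattern corrected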
SKN-1 inh = inhibitors of C. elegans SKN-1; C. elegans VP596 Pgst-4::GFP/RFP ratio, acrylamide-induced, 24 h; inhibition, % at 21.8 µM; 0.49% of 360,000 active;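 active = interference check ratio from 0.5 to 1.5 plus GFP to RFP signal ratio inhibition reaching or exceeding a fixed threshold, cut at about 30% in these data, passing the limit was not always enough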; also: some compounds called inactive have numbers as strong as hits
LMPTP inh = blocks human LMPTP phosphatase. P24666. recombinant LMPTP-A, OMFP fluorogenic substrate, fluorescence intensity. inhibition, % at 20 µM. 0.22% of 360,000 active. AID 651560;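 active = compounds that cut the enzyme signal by at least half of the control window in the single-dose screen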;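 also: plate controls were DMSO wells with enzyme plus substrate for no effect and substrate without enzyme for full effect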
Target sequence (P24666 whole entry, looked up): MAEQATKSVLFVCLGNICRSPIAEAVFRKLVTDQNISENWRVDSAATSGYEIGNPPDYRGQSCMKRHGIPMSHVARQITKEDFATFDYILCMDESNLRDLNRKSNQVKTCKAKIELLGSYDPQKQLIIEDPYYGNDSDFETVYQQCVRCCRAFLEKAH
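Test system: LMPTP-A, protein tyrosine phosphatase of low molecular weight; Input: 0.625 nM enzyme; Incubation: 50 min dark incubation at room temperature; Signal: endpoint fluorescence intensity from OMFP dephosphorylation; Read-out basis: % inhibition versus control wells.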
Starred values were filed as active, the others as inactive. Rows are unselected. Share with any hit: about 3.9%.

For O=C(CCCCCn1c(=S)[nH]c2cc3c(cc2c1=O)OCO3)N1CCN(c2ccc(F)cc2)CC1 the results were NRP1-CendR mod 5, SUMO1 PPI mod 0, NadD inh 21, Scp-1 inhibitor -1, DNMT1 block 38, MT1-MMP act inh 4, Rpn11 block inactive, STEP block -1, SKN-1 inh -2 and LMPTP inh 1.4.
Cc1ccc2c(c1)C(=O)C(=O)N2CC(=O)OC(C)C was read as NRP1-CendR mod 27*, SUMO1 PPI mod -20, NadD inh 0, Scp-1 inhibitor 12, DNMT1 block -8, MT1-MMP act inh -6, Rpn11 block inactive, STEP block 3, SKN-1 inh -25 and LMPTP inh -2.2.
`CCOC(=O)Cn1ccc(NC(=O)c2ccc(F)cc2)n1` gave NRP1-CendR mod 10, SUMO1 PPI mod 5, NadD inh -2, Scp-1 inhibitor -10, DNMT1 block 1, MT1-MMP act inh 1, Rpn11 block inactive, STEP block -4, SKN-1 inh -3 and LMPTP inh 0.0.
For CC1CC(C)(C)NC2(CCCC2)N1 (configuration not stated) the results were NRP1-CendR mod 10, SUMO1 PPI mod -2, NadD inh -9, Scp-1 inhibitor -15, DNMT1 block 0, MT1-MMP act inh -5, Rpn11 block inactive, STEP block -3, SKN-1 inh -9 and LMPTP inh -0.6.
For Cc1c(C(=O)NCc2ccccc2C(F)(F)F)sc(=O)n1Cc1ccc2c(c1)OCO2 the results were NRP1-CendR mod 3, SUMO1 PPI mod -1, NadD inh -2, DNMT1 block -11, MT1-MMP act inh 4, Rpn11 block inactive, STEP block -1, SKN-1 inh -2 and LMPTP inh 1.4.
COc1ccc(OCC(=O)NC(=S)Nc2ccc3c4c(cccc24)CC3)cc1 was read as NRP1-CendR mod 6, SUMO1 PPI mod -2, NadD inh -3, Scp-1 inhibitor -10, DNMT1 block -1, MT1-MMP act inh 3, Rpn11 block inactive, STEP block 0, SKN-1 inh 6 and LMPTP inh 0.4.
For CCc1nc2ccc(C(=O)N3CCN(C(=O)c4ccco4)CC3)cn2c1N(C)CCC(C)C the results were NRP1-CendR mod 10, SUMO1 PPI mod -1, NadD inh 1, DNMT1 block 0, MT1-MMP act inh -4, Rpn11 block inactive, STEP block 0, SKN-1 inh 6 and LMPTP inh 0.3.
Screening CC(C)CN(C(=O)COC(=O)c1ccc(Cl)nc1)c1c(N)n(Cc2ccccc2)c(=O)[nH]c1=O returned NRP1-CendR mod 18, SUMO1 PPI mod 2, NadD inh -10, Scp-1 inhibitor 1, DNMT1 block 2, MT1-MMP act inh 2, Rpn11 block inactive, STEP block 1, SKN-1 inh 13 and LMPTP inh 0.0.
`COc1ccc(CNc2nc(-c3cccnc3)nn2C(=O)CC(C)C)cc1` gave NRP1-CendR mod -2, SUMO1 PPI mod 27, NadD inh -3, Scp-1 inhibitor 6, DNMT1 block -2, MT1-MMP act inh -1, Rpn11 block inactive, STEP block 4, SKN-1 inh 4 and LMPTP inh 2.9.
For O=C(c1cccs1)N1N=C(c2ccccc2)CC1c1ccccc1 (configuration not stated) the results were NRP1-CendR mod -7, SUMO1 PPI mod 1, NadD inh -7, Scp-1 inhibitor -12, DNMT1 block -2, MT1-MMP act inh -10, Rpn11 block inactive, STEP block 3, SKN-1 inh 11 and LMPTP inh 3.1.
Screening O=C(Nc1cc2c(cc1Br)OCCO2)c1ccc(=O)[nH]c1 returned NRP1-CendR mod 8, SUMO1 PPI mod 3, NadD inh 4, Scp-1 inhibitor -3, DNMT1 block 1, MT1-MMP act inh 2, Rpn11 block inactive, STEP block -2, SKN-1 inh -8 and LMPTP inh -1.2.
COc1ccc(-c2c(-c3cc(OC)cc(OC)c3)n(C)c3ccc(-c4ccc5c(c4)OCCO5)cc23)cc1 was read as NRP1-CendR mod 3, SUMO1 PPI mod -12, NadD inh 10, Scp-1 inhibitor -5, DNMT1 block 4, MT1-MMP act inh -5, Rpn11 block inactive, STEP block 0, SKN-1 inh -17 and LMPTP inh 0.6.
`O=C(Nc1ccccc1F)C(=O)Nc1cccc2ccccc12` gave NRP1-CendR mod 3, SUMO1 PPI mod 3, NadD inh -6, Scp-1 inhibitor -8, DNMT1 block 3, MT1-MMP act inh -2, Rpn11 block inactive, STEP block 2, SKN-1 inh 4 and LMPTP inh 0.1.
For COc1ccccc1-c1coc2c(CN3CCC(C)CC3)c(O)ccc2c1=O the results were NRP1-CendR mod 9, SUMO1 PPI mod -3, NadD inh -5, Scp-1 inhibitor 3, DNMT1 block 4, MT1-MMP act inh 1, Rpn11 block inactive, STEP block -3, SKN-1 inh 6 and LMPTP inh -0.2.
`CCOC(=O)c1c(NC(=O)CSc2nnc(CNc3ccc(Cl)cc3)o2)sc(C)c1C` gave NRP1-CendR mod 3, SUMO1 PPI mod 1, NadD inh 2, Scp-1 inhibitor -12, DNMT1 block -2, MT1-MMP act inh -10, Rpn11 block inactive, STEP block -1, SKN-1 inh 9 and LMPTP inh 5.1.
Screening Cc1ccc(S(=O)(=O)N2CCOCC2)cc1C(=O)OCC(=O)NCc1ccccc1 returned NRP1-CendR mod -4, SUMO1 PPI mod 1, NadD inh -1, Scp-1 inhibitor -6, DNMT1 block 2, MT1-MMP act inh 1, Rpn11 block inactive, STEP block 1, SKN-1 inh 2 and LMPTP inh -0.6.
`COc1ccc(C2=NOC(C(=O)Nc3cc(C)on3)C2)cc1OC` (configuration not stated) gave NRP1-CendR mod 10, SUMO1 PPI mod -3, NadD inh -3, Scp-1 inhibitor 9, DNMT1 block 1, Rpn11 block inactive, STEP block 0, SKN-1 inh -1 and LMPTP inh 0.3.
For CCN(Cc1ccccc1)C(c1ccccn1)c1nnnn1C1CCCCC1 (configuration not stated) the results were NRP1-CendR mod 4, SUMO1 PPI mod -5, NadD inh -3, Scp-1 inhibitor 6, DNMT1 block -3, MT1-MMP act inh -30, Rpn11 block inactive, STEP block 2, SKN-1 inh 11 and LMPTP inh -0.8.
For Cn1c(=O)oc2cc(S(=O)(=O)NCCC(=O)Nc3ccc4c(c3)OCCO4)ccc21 the results were NRP1-CendR mod -12, SUMO1 PPI mod 3, NadD inh -8, Scp-1 inhibitor 0, DNMT1 block 1, MT1-MMP act inh 2, Rpn11 block inactive, STEP block -4, SKN-1 inh 2 and LMPTP inh -0.5.
Screening CN(C)S(=O)(=O)Nc1ccc(Br)cc1F returned NRP1-CendR mod 15, SUMO1 PPI mod 2, NadD inh -3, Scp-1 inhibitor -4, DNMT1 block 1, MT1-MMP act inh 1, Rpn11 block inactive, STEP block -6, SKN-1 inh 11 and LMPTP inh -0.6.

The last two entries of the section above are carried over, then new ones follow:
For Cn1c(=O)oc2cc(S(=O)(=O)NCCC(=O)Nc3ccc4c(c3)OCCO4)ccc21 the results were NRP1-CendR mod -12, SUMO1 PPI mod 3, NadD inh -8, Scp-1 inhibitor 0, DNMT1 block 1, MT1-MMP act inh 2, Rpn11 block inactive, STEP block -4, SKN-1 inh 2 and LMPTP inh -0.5.
Screening CN(C)S(=O)(=O)Nc1ccc(Br)cc1F returned NRP1-CendR mod 15, SUMO1 PPI mod 2, NadD inh -3, Scp-1 inhibitor -4, DNMT1 block 1, MT1-MMP act inh 1, Rpn11 block inactive, STEP block -6, SKN-1 inh 11 and LMPTP inh -0.6.
`COc1cc2c(O)c3c(c(-c4ccc5c(c4)OCO5)c2cc1OC)C(=O)OC3` gave NRP1-CendR mod 0, SUMO1 PPI mod 1, NadD inh 14, Scp-1 inhibitor 5, DNMT1 block -13, MT1-MMP act inh -16, Rpn11 block inactive, STEP block -1, SKN-1 inh 18 and LMPTP inh 2.8.
For CCCNC(=O)C1(C)CCN(C(=O)c2ccc(F)c(Cl)c2)C1 (configuration not stated) the results were NRP1-CendR mod -6, SUMO1 PPI mod -2, NadD inh -5, DNMT1 block -2, MT1-MMP act inh -5, Rpn11 block inactive, STEP block 0, SKN-1 inh 4 and LMPTP inh -1.8.
CC1CN(C(=O)Cn2cc(S(=O)(=O)CC(=O)N3CCOCC3)c3ccccc32)CC(C)O1 (configuration not stated) was read as NRP1-CendR mod 8, SUMO1 PPI mod 1, NadD inh 3, Scp-1 inhibitor 4, DNMT1 block 1, MT1-MMP act inh 0, Rpn11 block inactive, STEP block -1, SKN-1 inh 29 and LMPTP inh 0.2.
Cc1ccc2c(c1)CCCN2C(=O)c1cc(C)c(C)s1 was read as NRP1-CendR mod -2, SUMO1 PPI mod 5, NadD inh -9, Scp-1 inhibitor -5, DNMT1 block 2, MT1-MMP act inh 6, Rpn11 block inactive, STEP block 0, SKN-1 inh -19 and LMPTP inh -0.1.
O=C(Nc1cccc(-c2nc3ccccc3[nH]2)c1)c1ccc(C(=O)Nc2cccc(-c3nc4ccccc4[nH]3)c2)cc1 was read as NRP1-CendR mod -11, SUMO1 PPI mod 57*, NadD inh 33*, Scp-1 inhibitor 0, DNMT1 block 57*, MT1-MMP act inh 5, Rpn11 block inactive, STEP block 37, SKN-1 inh -1 and LMPTP inh 32.
`COc1ccc(/C=N/NC(=O)c2c(C)nc3ccccn23)cc1[N+](=O)[O-]` gave NRP1-CendR mod -1, SUMO1 PPI mod -21, NadD inh -1, Scp-1 inhibitor 0, DNMT1 block -6, MT1-MMP act inh 0, Rpn11 block inactive, STEP block 3, SKN-1 inh -2 and LMPTP inh 1.1.
For COc1ccc(NC(=O)c2cc([N+](=O)[O-])ccc2N2CCCC2)cc1S(N)(=O)=O the results were NRP1-CendR mod -13, SUMO1 PPI mod -26, NadD inh -4, Scp-1 inhibitor -6, DNMT1 block 1, MT1-MMP act inh 8, Rpn11 block inactive, STEP block 1, SKN-1 inh 3 and LMPTP inh -0.2.
`CCCC1=C(C(=O)OCC)C(c2cccs2)n2ncnc2N1` (configuration not stated) gave NRP1-CendR mod 12, SUMO1 PPI mod 2, NadD inh -1, Scp-1 inhibitor -27, DNMT1 block 0, MT1-MMP act inh 1, Rpn11 block inactive, STEP block 1, SKN-1 inh 2 and LMPTP inh -1.3.
Screening C=CCn1c(SCn2nnc3ccccc3c2=O)nnc1-c1ccc(Br)cc1 returned NRP1-CendR mod -8, SUMO1 PPI mod -6, NadD inh 1, Scp-1 inhibitor -4, DNMT1 block 3, MT1-MMP act inh 2, Rpn11 block inactive, STEP block -1, SKN-1 inh 2 and LMPTP inh 0.4.
`Cc1ccc(NC(=O)CN2C(=O)NC(C)(c3ccc(Cl)cc3)C2=O)cc1` (configuration not stated) gave NRP1-CendR mod 6, SUMO1 PPI mod 1, NadD inh -3, Scp-1 inhibitor 1, DNMT1 block 0, MT1-MMP act inh 4, Rpn11 block inactive, STEP block -4, SKN-1 inh 4 and LMPTP inh 0.2.
